# phage Ecoli inh: growth loss of phage-infected E. coli, primary screen, RecBCD inhibitor project, absorbance, with phage, HTS. inhibition, % at 11.9 µM. 360,000 compounds, 0.26% hits. AID 651602, 2012; in the data active = inhibition above about 11%
# Starred values were filed as active, the others as inactive. These rows are one share of the data, so the mix of outcomes need not match the whole.
# Preview:
SMILES,phage Ecoli inh
O=C(N[C@H](Cc1ccccc1)C(=O)NCCCN1CCCC1=O)[C@H]1O[C@@H](n2ccc(=O)[nH]c2=O)[C@H](O)[C@@H]1O,-1.6
OC[C@@H]1CN(Cc2ccc(-c3ccccc3)cc2)C[C@H](n2cnc3c(NCc4ccncc4)ncnc32)O1,-0.6

# The listing, from the start:
SMILES,phage Ecoli inh
O=C(N[C@H](Cc1ccccc1)C(=O)NCCCN1CCCC1=O)[C@H]1O[C@@H](n2ccc(=O)[nH]c2=O)[C@H](O)[C@@H]1O,-1.6
OC[C@@H]1CN(Cc2ccc(-c3ccccc3)cc2)C[C@H](n2cnc3c(NCc4ccncc4)ncnc32)O1,-0.6
CC1=C(C(=O)N2CCCCCC2)CC(CC(=O)NCCN2CCOCC2)C(=O)N1Cc1ccccc1 (stereo unspecified),4.5
CC1(C(=O)Nc2ccc3c(c2)OCO3)CCN1C(=O)CC1CC1 (stereo unspecified),0.8
CC(C)Nc1nc(Nc2ccc(C(N)=O)cc2)c2sccc2n1,2.2
COc1ccc(CNC[C@H]2O[C@@H](n3ccc(=O)[nH]c3=O)[C@H](O)[C@@H]2O)cc1,3.5
CC(C)Nc1nc(NCCN2CCCC2)c2sc(-c3ccccc3)cc2n1,1.7
CCN(CC)C(=O)c1cccc(-c2csc(C(C)(O)c3ccncc3)n2)c1 (stereo unspecified),4.2
O=C1CSC(c2cccs2)N1c1nncs1 (stereo unspecified),2.8
CCC(=O)N1CCC(C)(C(=O)NCc2cccc(OC)c2)C1 (stereo unspecified),0.4
COc1ccccc1CNc1nc(NCc2ccccc2SC)c2sccc2n1,0.2
Cc1cc2c(cc1C)N1C(=O)c3cc4ccccc4cc3NC(=O)C1C(=O)N2 (stereo unspecified),3.0
CCOC(=O)C1=CC[C@@H](c2ccccc2)N(S(=O)(=O)c2ccc(C)cc2)[C@H]1c1ccc(C#N)cc1,1.5
CCCCNC(=O)C[C@@H]1C[C@@]2(C(=O)OC)CC(C)(C)CC=C2N(Cc2ccc3c(c2)OCO3)C1=O,-0.1
COc1cccc(C(C)(O)c2nc(-c3ccc(OC)c(OC)c3)cs2)c1 (stereo unspecified),4.7
CC1(C(=O)NCc2ccccc2)CN(S(C)(=O)=O)CC(=O)N1CCCn1ccnc1 (stereo unspecified),0.7
CCc1nc2ccc(C(=O)NCCCn3ccnc3)cn2c1N(CC)C(=O)NCCc1ccccc1,4.2
Cc1ccc(CN2CCC(C)(Oc3cccc(Cl)c3)C2)cc1 (stereo unspecified),2.5
CC=CCn1c(SCc2ccccc2)nc2c1c(=O)[nH]c(=O)n2C,-1.5
CC(C)(C)OC(=O)N1CCN(C(c2ccnc3ccccc23)c2nnnn2-c2ccc3c(c2)OCCO3)CC1 (stereo unspecified),0.2
Nc1[nH]c(C(=O)c2ccc(Br)cc2)c(-c2ccncc2)c1C(=O)c1ccccc1,1.7
CC(C)[C@@H](C)/C=C/[C@@H](C)[C@H]1CC[C@@H]2[C@]1(C)CCC1[C@]23C=C[C@]2(C[C@@H](O)CC[C@]12C)N(c1ccc([N+](=O)[O-])cn1)O3 (stereo partly specified),-0.4
CCCN1CCC(C)(C(=O)Nc2cccc(OC(C)C)c2)C1 (stereo unspecified),1.2
COC(=O)C1=C(C)N(Cc2ccc(Br)cc2)C(=S)NC1c1cccc(Br)c1 (stereo unspecified),1.6
Cn1ccc2c(-c3cccc(C=O)c3)cc3c(c21)C1CCC3C1 (stereo unspecified),1.3

# Some of these compounds in order of the phage Ecoli inh value, descending.
SMILES,phage Ecoli inh
COc1cccc(C(C)(O)c2nc(-c3ccc(OC)c(OC)c3)cs2)c1 (stereo unspecified),4.7
CC1=C(C(=O)N2CCCCCC2)CC(CC(=O)NCCN2CCOCC2)C(=O)N1Cc1ccccc1 (stereo unspecified),4.5
O=C1CSC(c2cccs2)N1c1nncs1 (stereo unspecified),2.8
CCCCNC(=O)C[C@@H]1C[C@@]2(C(=O)OC)CC(C)(C)CC=C2N(Cc2ccc3c(c2)OCO3)C1=O,-0.1
CC=CCn1c(SCc2ccccc2)nc2c1c(=O)[nH]c(=O)n2C,-1.5
O=C(N[C@H](Cc1ccccc1)C(=O)NCCCN1CCCC1=O)[C@H]1O[C@@H](n2ccc(=O)[nH]c2=O)[C@H](O)[C@@H]1O,-1.6

# Remaining list, next part.
SMILES,phage Ecoli inh
C#CCNC(=O)c1cc(-c2ccccc2)sc1N,-3.0
O=c1[nH][nH]c2c1C(C1CCCCC1)OC(C1CCCCC1)C2 (stereo unspecified),0.1
COc1ccc(S(=O)(=O)N2CCCCC2c2cc(C(=O)Nc3ccccc3)no2)cc1 (stereo unspecified),0.3
O=CNc1cc(-c2ccoc2)cn2c(-c3ccc(F)cc3)cnc12,3.6
CC(C)NC(=O)CN1CCN(C(c2ccnc3ccccc23)c2nnnn2-c2ccc3c(c2)OCCO3)CC1 (stereo unspecified),3.2
CC(C)C[C@H]1CN(CCCC[C@H]2CNC(=O)C(=O)N2CC2CCCCC2)C(=O)C(=O)N1CCC1CCCCC1,1.4
COC(=O)C1=C(C)N(Cc2ccccc2C(F)(F)F)C(=NCc2ccc(OC)cc2)NC1c1ccc(F)cc1 (stereo unspecified),3.2
COCc1cccc(-c2csc(C(NC(C)=O)c3ccc(F)c(F)c3)n2)c1 (stereo unspecified),0.8
CCCCn1nnnc1C1(C)CCC(=O)N1CCc1ccccc1F (stereo unspecified),1.3
O=C(Nc1ccc2ccccc2c1)C(c1ccccc1)n1c(=O)c(-c2cc3ccccc3[nH]2)nc2ccccc21 (stereo unspecified),2.5
COc1ccc(NC(=O)C2c3ccccc3OCC(=O)N2Cc2ccc3c(c2)OCO3)cc1 (stereo unspecified),1.9
Cc1nc2ccc(C(=O)N(C)Cc3ccco3)cn2c1N(C)C(=O)CCc1ccccc1,3.1
O=C(C[C@H]1C=C[C@@H](NS(=O)(=O)c2ccccc2)[C@@H](CO)O1)NCc1ccc(Cl)c(Cl)c1,3.3
CC1(C(=O)NS(=O)(=O)c2ccc(Cl)cc2)CCN1C(=O)c1ccco1 (stereo unspecified),1.7
CCNC(=O)N(C)[C@H]1C[C@H]2c3[nH]c4c(-c5ccc6c(c5)OCO6)cccc4c3CCN2C(=O)[C@H]1[C@H](C)O,1.7
CCOC(=O)C1CSCCS(=O)(=O)N1Cc1cccc(Cl)c1 (stereo unspecified),2.1
COc1cc(C(=O)C(=O)N2CCN(c3ccc(C)cc3)CC2)cc2ccccc12,2.0
Cc1ccc(S(=O)(=O)N2C[C@H]3[C@H]4C(=O)N(c5ccccc5)C(=O)[C@H]4CC(=O)[C@H]3[C@@H]2c2ccccc2F)cc1,2.5
O=C(/C=C/[C@H]1O[C@@H](n2ccc(=O)[nH]c2=O)[C@H](O)[C@@H]1O)NCc1cccs1,1.4
CCCCOCC1CN(CCCC)S(=O)(=O)c2c(NCc3cc(OC)c(OC)c(OC)c3)cccc2O1 (stereo unspecified),1.8
CCCCOCCCNC(=O)C[C@@H]1C[C@@]2(C(=O)OCC)CCC=C2N(CCC2=CCCCC2)C1=O,-1.8
O=C(Nc1cccc(OC(F)(F)F)c1)C1Cc2c(-c3cccc(F)c3)ccnc2O1 (stereo unspecified),1.7
CC(=O)c1ccc(-c2cnc3c(NC=O)cc(-c4ccc(C(=O)NC5CC5)cc4)cn23)cc1,0.3
COc1cc(CNC(=O)c2cc(-c3cc(OC)ccc3Cl)n[nH]2)cc(OC)c1,4.4
Nc1nc2ncccc2cc1C(=O)NC1CCCCC1,3.1
# The listing continues:
SMILES,phage Ecoli inh
Cc1cccc(C)c1NC(=O)C(C1CC1)n1c(=O)c(-c2ccco2)nc2ccccc21 (stereo unspecified),2.5
COCOc1cccc(CN2CCC2(C)C(=O)Nc2ccc(C)cc2)c1 (stereo unspecified),0.1
CC(C)(C)NC(=O)C(c1cc2ccccc2o1)n1c(=O)c(-c2ccco2)nc2ccccc21 (stereo unspecified),2.1
CC(C)(C)OC(=O)N1C(=O)[C@](OC(=O)c2ccccc2)(c2ccccc2)c2cccc(F)c21,-0.1
COCCCN1C(=O)C(CC(=O)NCCc2ccccn2)CC(C(=O)N(C(C)C)C(C)C)=C1C (stereo unspecified),-1.0
COC(=O)[C@]12C[C@H](CC(=O)NCc3ccccc3)C(=O)N(Cc3ccccc3)C1=C[C@H](C1CCCC1)O[C@@H]2C,0.4
Cc1noc(C)c1-c1ccc(C(=O)Nc2cccc(NS(C)(=O)=O)c2)c2occc12,-1.4
CCN(Cc1ccccc1)c1cc2c(c3c1ccn3C)C1CCC2O1 (stereo unspecified),0.2
CCCCCCCCN1C(=O)[C@H](CC(=O)NCc2ccc(OC)c(OC)c2)C[C@@]2(C(=O)OCC)CCCC=C12,-0.9
CCOC(=O)C1(C)CCCN(C(=O)c2cc(C)on2)C1 (stereo unspecified),1.7
Cc1c(C(=O)NCc2cccc(C(F)(F)F)c2)sc(=O)n1Cc1ccc(F)cc1,0.5
CCC(=O)N1CCCC(C)(C(=O)Nc2ccc3scnc3c2)C1 (stereo unspecified),5.4
O=C(NCc1ccc(F)cc1F)[C@@H]1CCCN1C(=O)[C@@H]1CCCN1C(=O)c1cccc(Cl)c1,-0.2
CCCCC(O)C1=C[N+](=O)CC=C1 (stereo unspecified),2.4
Nc1nc2c(ncn2[C@@H]2O[C@H](CNCc3ccc(F)c(N4CCOCC4)c3)[C@@H](O)[C@H]2O)c(=O)[nH]1,1.7
CC(C)n1nnnc1C1c2ccccc2C(=O)N1Cc1ccccc1 (stereo unspecified),1.9
N#Cc1cccc(OCCCN2CCC(C(O)(c3ccccc3)c3ccccc3)CC2)c1,-2.0
C[C@H](c1ccccc1)N1C[C@H](COCc2ccccc2)Oc2cc(N3CC[C@H](N(C)C)C3)ccc2S1(=O)=O,0.9
CC(O)(c1cccc(F)c1)c1nc(-c2ccoc2)cs1 (stereo unspecified),2.5
CC(=O)NCCNC(=O)C1Cc2c(-c3cccc(NC(C)=O)c3)ccnc2O1 (stereo unspecified),-0.2
O=C(Nc1ccc(F)c(Cl)c1)c1cc(C2CCCCN2C(=O)c2ccc(Cl)cc2)on1 (stereo unspecified),0.0
CCOC(=O)C1(C)CCCN(C(=O)c2cccnc2SC)C1 (stereo unspecified),3.0
CCNC(=O)C1(C)CCCN(C(=O)c2ccc3ccccc3n2)C1 (stereo unspecified),1.3
O=C(NC1CCCC1)C1C(c2ccc(C(F)(F)F)cc2)=Nc2ccccc2N1C(=O)c1ccco1 (stereo unspecified),2.5
CC(C)Nc1nc(NCCOc2ccccc2Cl)c2sc(-c3ccccc3)cc2n1,3.4
# Next part
SMILES,phage Ecoli inh
Cc1ccc(S(=O)(=O)N2C[C@@]3(O)Cn4c(=O)ccc(=O)n4C[C@@]3(OC(=O)NCC3CCCCC3)C2)cc1,2.3
O=C(Nc1ccc(N2CCOCC2)cc1)c1cccc2c(-c3ccc(F)c(F)c3)coc12,2.7
CCCCN(C(=O)c1ccccc1Cl)C(CC(C)C)c1nc2ccccc2[nH]1 (stereo unspecified),2.9
CCC(=O)N1Cc2cc(C(=O)Nc3nccs3)nc(-c3cccc(-c4ccccc4OC)c3)c2[C@@H]1CCO,3.4
O=C(CC[C@H]1O[C@@H](n2cnc3c(NC(=O)c4ccccc4)ncnc32)[C@H](O)[C@@H]1O)NCc1cccs1,0.0
CCCCCCCCN,1.1
Oc1ccc(/C=N/Nc2ccc(C(F)(F)F)cn2)cc1O,3.9
COc1ccccc1CNC(=O)c1cc(-c2cc(F)ccc2OC)n[nH]1,3.7
O=C(NC1CCCC1)C1C(c2ccccc2)=Nc2ccccc2N1C(=O)c1ccc(C(F)(F)F)cc1 (stereo unspecified),0.5
CN1OC[C@@H]2CN(Cc3ccc4c(c3)OCO4)[C@H](c3ccc(N4CCCCC4)cc3)C[C@@H]21,2.4
CCC(C(=O)Nc1c(C)cccc1C)n1c(-c2ccc(=O)[nH]c2)nc2ccccc21 (stereo unspecified),3.7
OC(c1ccc(F)c(F)c1)c1ncc(-c2ccccc2F)[nH]1 (stereo unspecified),1.9
Cn1cnc([N+](=O)[O-])c1Sc1nnc(-c2ccccc2)c(-c2ccccc2)n1,-0.8
CC1(Oc2ccc(Cl)cc2)CCN(Cc2ccc(OC(F)(F)F)cc2)C1 (stereo unspecified),0.7
c1ccc(OCCNc2nc(NCC3CC3)nc3ccsc23)cc1,-0.2
O=S1(=O)CC(N2CC=CC2)CN1Cc1cn(Cc2ccc(F)cc2)nn1 (stereo unspecified),2.8
O=C1NC[C@@H](CCCCN2CCN(Cc3ccccc3)C(=O)C2=O)N(Cc2ccccc2)C1=O,2.6
COc1ccccc1CCn1cnc(-c2ccc(F)cc2)c1CC(C)C,0.7
CC(C)Cc1ccc(CN2C(C)C(=O)N(Cc3cn(Cc4ccco4)nn3)CCS2(=O)=O)cc1 (stereo unspecified),1.2
O=C(N[C@H](C(=O)N1CCC[C@H]1C(=O)NC1CCCC1)c1ccccc1)C1CCCC1,-1.4
CCN(C)C1CN(Cc2cn(Cc3cccc(Cl)c3)nn2)S(=O)(=O)C1 (stereo unspecified),4.0
OC[C@@H]1CN(Cc2cccs2)C[C@H](n2cnc3c(NCc4ccco4)ncnc32)O1,2.9
CCOC(=O)CN1C(=O)N(c2ccc(OC)cc2)[C@H]2CC3c4ccccc4C[C@]3(C)[C@@H](C(=O)N(C)C3CCCCC3)C[C@H]21 (stereo partly specified),2.6
CON(Cc1ccccc1)S(=O)(=O)c1ccccc1Br,0.6
COCCNC(=O)C1CCCN(Cc2ccccc2)CC1 (stereo unspecified),3.6
CCOC(=O)[C@]12CCC=C1N(Cc1ccc(Cl)cc1Cl)C(=O)[C@H](CC(=O)NCc1cccs1)C2,0.2
Cc1ccc(Cc2c(-c3cccc(Br)c3)nc3ccc(Br)cn23)cc1,1.7
CCOC(=O)C1=CCC2C(=O)N(C)C(=O)C12 (stereo unspecified),-0.9
CC1(C(=O)Nc2ccc3c(c2)OCO3)Cc2c(-c3ccccc3)ccnc2O1 (stereo unspecified),3.0
Cc1ccccc1-c1cccc2[nH]c3c(c12)CCN1C(=O)[C@H]2[C@H](C)ON(C)[C@H]2C[C@@H]31,1.4
